# HT1080 viability = cytotoxicity in HT1080 fibrosarcoma cells, cell-based, fluorescence readout (AID 620). HT1080 viability, fluorescence; higher % means a stronger effect. cytotoxicity, % at 10 µM; hits with a dose series show EC50 in µM. 0.42% of 87,000 active;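 also: cells exposed to compound overnight then 4 h with Alamar Blue; 0% = vehicle DMSO and 100% = killing control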
# HPDE-C7 cytotoxicity = cytotoxicity in HPDE-C7 cells, cell-based, fluorescence, HTS (AID 430). cytotoxicity, % at 10 µM; hits with a dose series show EC50 in µM. HPDE-C7 pancreatic duct cells viability, fluorescence; higher % means a stronger effect. 1.8% of 63,000 active;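 also: cells exposed to compound for 48 hours before viability readout; 0% = vehicle and 100% = reference cytotoxic drug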
# Bfl-1 inhibitors = Bfl-1 inhibitors, primary screen, biochemical, fluorescence polarization, FITC-Bid, mouse (AID 432). FITC-Bid BH3 peptide fluorescence polarization displacement; higher % means a stronger effect. displacement, % at 20 µM; hits with a dose series show IC50 in µM. 0.02% of 64,000 active; in the data active = a potency from the dose series; inactive = the rest, 99 in 100 with displacement below about 15%; also: strong numbers were not always called active
# DPM-DC inhibit = S. pneumoniae DPM-DC inhibitors, primary screen, biochemical, PK/LDH-coupled NADH fluorescence. 0.49% of 65,000 active. purified DPM-DC. calls only at 10 µM. diphosphomevalonate decarboxylase (Streptococcus pneumoniae D39);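 active = the 320 compounds with the highest percent inhibition in the single-dose primary screen, excluding strongly autofluorescent ones, cut at about 32% in these data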;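 also: kinetic rate of NADH fluorescence loss reporting ADP formed by the decarboxylase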
# HPDE-C7K KRASV12 = cytotoxicity in KRAS-transformed pancreatic duct cells, primary screen, cell-based, fluorescence, HTS (AID 431). HPDE-C7K KRASV12 cells, Alamar Blue viability, 48 h; higher % means a stronger effect. cytotoxicity, % at 10 µM, or EC50 in µM where a hit was titrated. 1.7% of 63,000 active;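 active = compounds whose percent cytotoxicity in the single-dose primary screen, scaled between solvent and toxic-drug controls, exceeds 50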;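 also: 0% = DMSO solvent wells and 100% = doxorubicin-treated wells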
# Alkaline phosphatase = human TNAP enzyme inhibitors, biochemical, luminescent (AID 518); one-dose inhibition, % at 20 µM; IC50 in µM for titrated hits; 0.09% of 64,000 active; purified TNAP enzyme, luminescent substrate readout; higher % means a stronger effect; Alkaline phosphatase, tissue-nonspecific isozyme (Homo sapiens); in the data active = a potency from the dose series; inactive = the rest, 99 in 100 with inhibition below about 22%;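 also: plate controls were vehicle for no effect and reference inhibitor for full effect; many of its hits are not listed in these tables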
# LYP inhibition = LYP phosphatase inhibitors, primary screen, biochemical, DiFMUP fluorescence, recombinant catalytic domain, 10 µM (AID 606). Tyrosine-protein phosphatase non-receptor type 22 (Homo sapiens). recombinant LYP catalytic domain, DiFMUP fluorescence; higher % means a stronger effect. inhibition, % at 10 µM, or IC50 in µM where a hit was titrated. 52,000 tested, under 10 active;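 active = IC50 under 40 µM in the dose-response test; inactive = IC50 of 40 µM or more, or never dose-tested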
# Spn MK inh = S. pneumoniae MK inhibitors, primary screen, biochemical, PK/LDH-coupled NADH absorbance; mevalonate kinase [Streptococcus pneumoniae D39]; purified MK, PK/LDH-coupled NADH absorbance 340 nm; inhibition, % at 10 µM; 0.48% of 65,000 active; AID 555, 2006;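 active = ranked among the strongest by inhibition in the single 10 µM screen, a fixed top-ranked set picked for dose follow-up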; also: no value below 0 was filed
# PMK inhibit = S. pneumoniae PMK inhibitors, primary screen, biochemical, mevalonate pathway, pilot trial included; phosphomevalonate kinase (Streptococcus pneumoniae D39); purified PMK, PK/LDH-coupled NADH absorbance 340 nm; inhibition, % at 10 µM; 0.49% of 65,000 active; AID 539, 2006;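 active = top-ranked compounds by inhibition in the single 10 µM screen, taking a fixed number of the strongest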;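 also: 0% = full reaction with DMSO carrier and 100% = background rate without enzyme reaction; no value below 0 was filed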
# PMK inhibit pilot replicates = recorded beside PMK inhibit, whose call it bears; inhibition, %; measured here: pilot screen replicates
# Spn MK inh pilot replicates = second read-out of Spn MK inh, no call of its own (marks repeat the call); inhibition, %; measured here: pilot screen replicates
# DPM-DC inhibit pilot screen % = recorded beside DPM-DC inhibit, whose call it bears; inhibition, %; measured here: pilot screen trials
# An asterisk follows results filed as active; i = inactive; . = no result given; + = active, no number. Rule as the data show it, unless noted: active = cytotoxicity above about 50%; inactive = the rest.
SMILES,HT1080 viability,HPDE-C7 cytotoxicity,Bfl-1 inhibitors,DPM-DC inhibit,HPDE-C7K KRASV12,Alkaline phosphatase,LYP inhibition,Spn MK inh,PMK inhibit,others
O=C1CC(c2ccc(S(=O)(=O)N3CCCCC3)cc2)CN1 (stereo not drawn),1%,.,.,i,.,.,0%,4,0,
Cc1ccc(CNc2ccc(O)cc2)cc1,9%,42%,6%,i,36%,3%,0%,7,3,
Cc1ccnc(NS(=O)(=O)c2cccs2)c1,2%,-5%,1%,i,-5%,14%,1%,5,4,
CCOC(=O)Cn1c(=O)oc2cc(S(=O)(=O)NCCCc3ccccc3)ccc21,1%,-11%,-4%,i,0%,10%,-7%,8,0,
COc1ccc(C(CC(=O)O)NC(=O)c2cccs2)cc1 (stereo not drawn),7%,-9%,-3%,i,2%,0%,.,3,9,
O=c1c2ccccc2nc(SCc2cn3ccsc3n2)n1-c1ccccc1,4%,18%,-7%,i,10%,0%,-1%,1,8,
COc1ccc2cc3cc(C(=O)NCCN4CCc5ccccc5C4)oc3nc2c1,-1%,2%,0%,.,-9%,4%,3%,3,8,
COc1ccccc1OCc1ccc(C(=O)NC(C)(C)C)o1,4%,-19%,-1%,i,3%,11%,18%,1,8,PMK inhibit pilot replicates=5.0;Spn MK inh pilot replicates=13;DPM-DC inhibit pilot screen %=6.0
COc1ccc(CCNC(=O)C2(C)CCC(=O)N2Cc2ccc3c(c2)OCO3)cc1OC (stereo not drawn),3%,0%,-11%,i,8%,14%,9%,3,2,PMK inhibit pilot replicates=0.0;Spn MK inh pilot replicates=1.0;DPM-DC inhibit pilot screen %=0.0
CC(C)C(NS(=O)(=O)c1cccc2nsnc12)C(=O)N1CCc2ccccc2C1 (stereo not drawn),-14%,-10%,-3%,i,2%,8%,2%,5,12,
COc1ccccc1Cn1nnc2c(=O)[nH]c(C3CCN(C(=O)c4ccc(C)cc4)CC3)nc21,-1%,6%,1%,i,2%,11%,-2%,1,23,
O=S(=O)(NCc1ccccn1)c1ccc(F)cc1,-6%,-1%,-2%,i,-5%,7%,.,6,0,
Cn1c(SCC(=O)NCc2ccc(F)cc2)nc2ccccc21,16%,.,-1%,i,.,7%,.,0,16,
CC(C)CC(=O)Nc1ccccc1N1CCN(C(=O)c2ccccc2)CC1,-4%,2%,-2%,i,-2%,6%,7%,2,0,
CCC(NC(=O)Cn1cnc2c(=O)n(C)c(=O)n(C)c21)c1ccccc1 (stereo not drawn),-5%,0%,0%,i,-1%,7%,-1%,12,5,
Oc1ccc2c(c1)C1CCCC1(N1CCOCC1)O2 (stereo not drawn),-2%,1%,0%,i,-5%,9%,-10%,6,0,
CCC(=O)N1CCc2cc(S(=O)(=O)NCCC(=O)Nc3cc(C)cc(C)c3)ccc21,-5%,.,-3%,i,.,9%,9%,0,16,
Cn1c(CNc2ccccc2)cc(=O)n(C)c1=O,-7%,-2%,-3%,i,-7%,7%,7%,0,1,
COc1ccc(OC)c(-c2cc(C(=O)Nc3cc(C)on3)no2)c1,-6%,-4%,-4%,i,-8%,4%,7%,0,12,
COc1ccc(N2C(=O)CC(Sc3ncn[nH]3)C2=O)c(OC)c1 (stereo not drawn),-5%,-25%,5%,i,46%,8%,5%,12,4,
O=C(CSCC(=O)Nc1nccs1)Nc1ccccc1,-15%,-16%,-3%,i,-12%,3%,13%,8,7,
C=CCOc1ccc(C2/C(=C(\O)c3ccc(F)cc3)C(=O)C(=O)N2CCCN(C)C)cc1 (stereo not drawn),-10%,2%,-6%,i,-3%,6%,1%,0,7,
CC(NC(=O)Nc1nccs1)(C(F)(F)F)C(F)(F)F,-5%,-4%,-1%,i,-4%,15%,8%,0,9,PMK inhibit pilot replicates=0.0;Spn MK inh pilot replicates=0.0;DPM-DC inhibit pilot screen %=0.0
CCOc1ccc(S(=O)(=O)NCc2ccco2)c2ccccc12,9%,14%,0%,i,21%,15%,7%,2,0,
O=C(NCc1ccco1)C(Cc1ccccc1)N1C(=O)C2C3C=CC(C3)C2C1=O (stereo not drawn),4%,-1%,3%,i,5%,4%,13%,7,18,
O=C(O)c1c2c(nc3ccc(S(=O)(=O)N4CCC(C(=O)N5CCCCC5)CC4)cc13)CCCC2,-4%,-4%,2%,i,1%,7%,6%,10,2,
CCC(=O)N1CCN(c2ccccc2NC(=O)COc2cc(C)ccc2C(C)C)CC1,-4%,-4%,-2%,i,4%,4%,4%,7,11,
COc1ccc(-c2ccc(-c3noc(C)n3)c(OC)n2)cc1,-6%,-10%,-2%,.,-11%,10%,-11%,5,9,
CCOC(=O)C(NC(=O)Nc1cccc(C)n1)(OCC(F)(F)F)C(F)(F)F (stereo not drawn),1%,-11%,-3%,i,-14%,6%,14%,8,7,
S=c1[nH]nc(-c2ccccc2)n1C1C=CCCC1 (stereo not drawn),-2%,-7%,-1%,+,-8%,14%,6%,14,11,PMK inhibit pilot replicates=2.0;Spn MK inh pilot replicates=5.5;DPM-DC inhibit pilot screen %=18*

# Pulled one by one from above, two records:
SMILES,HT1080 viability,HPDE-C7 cytotoxicity,Bfl-1 inhibitors,DPM-DC inhibit,HPDE-C7K KRASV12,Alkaline phosphatase,LYP inhibition,Spn MK inh,PMK inhibit,others
O=C(O)c1c2c(nc3ccc(S(=O)(=O)N4CCC(C(=O)N5CCCCC5)CC4)cc13)CCCC2,-4%,-4%,2%,i,1%,7%,6%,10,2,
CC(C)CC(=O)Nc1ccccc1N1CCN(C(=O)c2ccccc2)CC1,-4%,2%,-2%,i,-2%,6%,7%,2,0,

# Remaining list, next part.
SMILES,HT1080 viability,HPDE-C7 cytotoxicity,Bfl-1 inhibitors,DPM-DC inhibit,HPDE-C7K KRASV12,Alkaline phosphatase,LYP inhibition,Spn MK inh,PMK inhibit,others
COC(=O)c1cc(=O)n(Cc2cccs2)c(=NCc2cccs2)s1,11%,-2%,-6%,i,5%,-3%,4%,7,11,
CCOC(=O)C1C(=O)CC(O)(c2ccccc2)CC1c1ccccc1 (stereo not drawn),-9%,-12%,-5%,i,0%,7%,5%,9,10,
O=C(NCCc1c[nH]c2ccccc12)c1c(Cl)nc2sccn12,-3%,-18%,-2%,i,6%,5%,-5%,6,0,
COc1ccc(S(=O)(=O)NC2CCCCC2)c(C)c1C,0%,12%,1%,i,22%,13%,6%,5,0,PMK inhibit pilot replicates=9.0;Spn MK inh pilot replicates=4.5;DPM-DC inhibit pilot screen %=3.0
O=C(Nc1nc2c(s1)CCc1ccccc1-2)c1cccs1,-8%,-17%,6%,i,-14%,7%,-3%,5,11,PMK inhibit pilot replicates=1.5;Spn MK inh pilot replicates=5.0;DPM-DC inhibit pilot screen %=0.5
c1cncc(CNc2c3c(nc4nnnn24)CCCC3)c1,2%,-19%,-8%,i,-24%,3%,.,7,0,
CCOC(=O)Cc1csc(NC(=O)CSc2nnc(-c3ccncc3)n2Cc2ccco2)n1,-3%,-4%,0%,i,3%,7%,0%,6,0,PMK inhibit pilot replicates=2.5;Spn MK inh pilot replicates=0.0;DPM-DC inhibit pilot screen %=2.0
Cc1ccc(CN2CCNC(=O)C2CC(=O)O)o1 (stereo not drawn),-3%,-5%,6%,i,-10%,14%,3%,4,5,
CCCCN=C(C)C1=C(O)CSC1=O,-8%,-4%,-1%,i,1%,5%,11%,8,8,
O=C(O)C1C2CCCCC2=C2CCCCC2C1C(=O)O (stereo not drawn),-3%,-6%,-3%,i,-11%,8%,11%,10,0,
Cc1ccc(Nc2nc(Oc3ccc(=O)[nH]n3)nc(N(C)C)n2)cc1,6%,9%,-1%,i,15%,16%,-3%,7,0,PMK inhibit pilot replicates=3.5;Spn MK inh pilot replicates=0.0;DPM-DC inhibit pilot screen %=0.0
O=C(Nc1cccc2ccccc12)N1CCOCC1,-2%,-5%,-2%,i,3%,21%,.,11,12,PMK inhibit pilot replicates=3.0;Spn MK inh pilot replicates=0.0;DPM-DC inhibit pilot screen %=2.0
CC1=C(C(=O)Nc2cc(C)ccn2)C(c2ccc(C)cc2)C2=C(CCCC2=O)N1 (stereo not drawn),7%,-4%,2%,.,-2%,10%,0%,5,0,
CC(=O)N1CCC(O)(c2cccc(C(F)(F)F)c2)CC1,18%,3%,-5%,i,-2%,6%,8%,1,19,
COc1ccc(CCNC(=O)Cn2nnc(-c3cccc(OC)c3OC)n2)cc1OC,-5%,-5%,3%,i,-14%,5%,6%,19,17,
COc1ccc(S(=O)(=O)N2CCN(CC(=O)Nc3ccc(F)c(F)c3)CC2)cc1,-4%,-3%,1%,i,4%,8%,-1%,1,7,PMK inhibit pilot replicates=5.0;Spn MK inh pilot replicates=1.5;DPM-DC inhibit pilot screen %=3.0
C1CN(c2nc3nonc3n3nnnc23)CCO1,4%,.,2%,i,.,13%,14%,12,9,
COc1ccccc1NC(=O)N1CCN(c2cc(-c3ccccc3)nc3ncnn23)CC1,-20%,-3%,0%,i,-3%,10%,.,0,15,
O=C(CCCn1c(=O)[nH]c2ccsc2c1=O)NCc1cccs1,-7%,-1%,-10%,i,0%,8%,.,10,0,
Cc1cc(Nc2nnnn2-c2ccccc2)n(-c2ccc(Cl)cc2)n1,-4%,-5%,-1%,i,-2%,10%,6%,6,11,
CCC1CCCCN1C(=O)Nc1cccc(NC(=O)N2CCCCC2CC)c1 (stereo not drawn),-1%,-6%,-5%,i,10%,10%,9%,1,7,
Cc1csc(NC(=O)Nc2cccc(Cl)c2)n1,-3%,-6%,-7%,i,-1%,13%,2%,3,2,PMK inhibit pilot replicates=1.5;Spn MK inh pilot replicates=0.0;DPM-DC inhibit pilot screen %=0.0
O=C1c2ccccc2-c2nccnc21,7%,-16%,2%,i,-4%,4%,3%,5,4,
OC(CNCC(c1ccco1)N1CCCCC1)c1ccccc1 (stereo not drawn),0%,4%,1%,i,-5%,6%,.,31,9,
Cc1ccc(-n2nnc3c(=O)n(CC(=O)OCc4ccccc4)cnc32)cc1,-2%,-5%,-2%,i,2%,12%,0%,6,8,
O=C(O)c1ccc(NS(=O)(=O)c2ccc3c(c2)OCCO3)cc1,-8%,0%,-2%,i,2%,6%,14%,8,4,
Cc1ccc(OCC(=O)N(C)CCc2ccccn2)cc1,-4%,-5%,-4%,i,-1%,8%,.,53*,6,
Cc1noc(C)c1C(=O)OCC(=O)c1c(N)n(CC(C)C)c(=O)n(C)c1=O,1%,4%,-4%,i,8%,2%,-9%,0,14,
O=C(Nc1ccon1)c1ccc(S(=O)(=O)N2CCCCCC2)cc1,-1%,-11%,-6%,i,-5%,1%,6%,10,1,
N#CC(C(=O)Nc1ccc(Cl)cc1)=C1Nc2ccccc2N1,17%,-20%,-6%,i,-1%,6%,5%,5,3,
COc1ccc(N2CCn3c2nc2c3c(=O)n(CCc3ccccc3)c(=O)n2C)c(OC)c1,-12%,4%,1%,i,-3%,5%,.,7,9,

# High-throughput results: PubChem, several laboratories
